# Screening data (PubChem BioAssay)
# POLI inh: blocks human DNA polymerase iota activity; Q9UNA4; Pol iota fluorescent replication assay, 10 min; Potency, µM (titrated, usually from 115 µM), for the others: at the top dose activity, negative = inhibition, usual class: inhibitors; 1% of 390,000 active; AID 588590; further: potency means the concentration at half of the fitted maximal effect
#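 Pol iota at 10 nM preincubated 15 min with compounds at room temperature; reaction started with fluorescent substrate, 50 nM final. Fluorescence read kinetically at 0 and 10 min; buffer-only wells as negative control.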
# APE1 inh: inhibitors of human APE1 endonuclease. 0.35% of 350,000 active. recombinant APE1, TAMRA/BHQ-2 abasic DNA cleavage fluorescence. AID 2517. Potency, µM (highest dose often 65.8 µM), for the others: top-dose activity change, negative = inhibition, most hits filed as inhibitors;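 further: potency means the concentration at half of the fitted maximal effect; plate controls were vehicle for no effect and reference inhibitor for full effect; nearly all actives have a fitted effect of over 55% in size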
#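 Kinetic fluorescence read (525 ex/598 em nm, three reads 60 s apart) of AP-site incision; signal = third minus first read. Enzyme 0.75 nM, dual-labelled THF duplex 50 nM, compound preincubation 15 min RT.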
# ALOX12 inh: inhibitors of human 12S-lipoxygenase ALOX12; purified 12hLO, xylenol orange hydroperoxide absorbance; 1.1% of 580,000 active; P18054; AID 1671190; Potency, µM (highest dose often 108 µM), inactives show at the highest dose activity change, negative = inhibition, actives largely listed as inhibitors; further: potency means the concentration at half of the fitted maximal effect; on the % scale 0 is the no-effect control and ±100 the full control effect
# Target sequence (P18054 whole entry, looked up): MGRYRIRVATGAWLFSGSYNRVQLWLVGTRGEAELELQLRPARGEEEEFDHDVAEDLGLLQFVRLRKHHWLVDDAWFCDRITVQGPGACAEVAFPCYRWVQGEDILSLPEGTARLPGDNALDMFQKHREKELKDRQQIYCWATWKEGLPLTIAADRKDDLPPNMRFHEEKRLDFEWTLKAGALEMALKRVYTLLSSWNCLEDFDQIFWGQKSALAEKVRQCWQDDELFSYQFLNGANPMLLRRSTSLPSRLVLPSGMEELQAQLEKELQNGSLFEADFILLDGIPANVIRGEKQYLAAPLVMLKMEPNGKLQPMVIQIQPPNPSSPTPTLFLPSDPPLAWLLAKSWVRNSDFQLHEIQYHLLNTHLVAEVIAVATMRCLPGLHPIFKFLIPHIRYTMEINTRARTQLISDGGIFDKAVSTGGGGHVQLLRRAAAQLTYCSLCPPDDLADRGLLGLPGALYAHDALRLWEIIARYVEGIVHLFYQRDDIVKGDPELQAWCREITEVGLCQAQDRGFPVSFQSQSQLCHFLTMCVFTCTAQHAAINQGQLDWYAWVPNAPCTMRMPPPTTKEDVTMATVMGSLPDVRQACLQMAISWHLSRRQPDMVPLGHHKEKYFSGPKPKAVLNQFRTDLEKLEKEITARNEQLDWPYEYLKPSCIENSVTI
#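 Purified human 12hLO at 150 nM in 25 mM Hepes, 0.01% Triton X-100, pH 7.0, preincubated 15 min at room temperature with compound. Reaction started with 40 uM arachidonic acid, 30 min at room temperature. Hydroperoxide measured by Fe-xylenol orange, 573/405 nm absorbance ratio.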
# TRHR ag: TRH receptor (human) agonism; TRHR cells, calcium flux fluo-8, FDSS agonist mode; activation, % at 2 µM; 0.18% of 360,000 active; in the data active means activation above about 30%; further: 0% is about no effect
#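 In this calcium-flux screen, cells bearing human TRHR are dye-loaded with fluo-8, baselined for 10 cycles, then exposed to library compounds; positive kinetic calcium responses during the agonist phase mark hits, with TRH as control.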
# Anesthetic bind: candidate novel general anesthetic via apoferritin binding; apoferritin/1-aminoanthracene competitive binding, fluorescence; 0.074% of 350,000 active; P02791; Potency, µM (titrated, usually from 77.5 µM), inactives show top-dose activity change, negative = displacement, actives largely listed as inhibitors; further: potency means the concentration at half of the fitted maximal effect; on the % scale 0 is the no-effect control and ±100 the full control effect; nearly all actives have a fitted effect of over 20% in size
# Target sequence (P02791 2-175 limits assumed): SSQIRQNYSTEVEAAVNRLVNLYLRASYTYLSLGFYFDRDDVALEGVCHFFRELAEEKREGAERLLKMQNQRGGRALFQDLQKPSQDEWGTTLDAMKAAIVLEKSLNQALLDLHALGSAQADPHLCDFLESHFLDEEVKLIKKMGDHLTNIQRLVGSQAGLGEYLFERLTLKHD
#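 10 uM apoferritin + 50% sat. 1-AMA, PBS; cpd 10 min RT; Ex380/Em535 endpoint; normalized to free probe vs complex; 4-param Hill fit; propofol titration as pos. ctrl.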
# BLM inh: Bloom syndrome helicase (human) inhibition; P54132; recombinant BLM DNA unwinding, fluorescence dequenching; Potency, µM (series often up to 56.1 µM), for inactives: at the highest dose activity change, negative = inhibition, actives largely listed as inhibitors; 0.2% of 350,000 active;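 further: potency means the concentration at half of the fitted maximal effect; plate controls were vehicle for no effect and no enzyme for full effect; nearly all actives have a fitted effect of over 35% in size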
# POLK inh: blocks human DNA polymerase kappa activity | Q9UBT6 | purified Pol kappa, fluorescent DNA synthesis assay, 10 min | Potency, µM (highest dose often 107 µM), for inactives: at the highest dose activity, negative = inhibition, actives largely listed as inhibitors | 0.53% of 400,000 active; further: potency means the concentration at half of the fitted maximal effect; on the % scale 0 is the no-effect control and ±100 the full control effect
#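 Here, compound and 10 nM enzyme are combined for 15 min at room temperature; adding 50 nM substrate (final) starts DNA synthesis, tracked by fluorescence at 0 and 10 min against buffer-only wells.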
# POLB inh: DNA polymerase beta (human) inhibition. AID 485314. 1.3% of 340,000 active. Pol beta primer extension/strand displacement, fluorescence kinetic. P06746. Potency, µM (highest dose often 114 µM), for inactives: at the top dose activity change, negative = inhibition, hits mostly inhibitors; further: potency means the concentration at half of the fitted maximal effect; on the % scale 0 is the no-effect control and ±100 the full control effect
#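 Enzyme-only controls used 10 nM Pol beta; buffer lacking enzyme served as negative control. Compound preincubated 15 min, then 50 nM substrate added; 0 and 10 min reads at room temperature.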
# ERG Ets-DNA blk: ERG Ets/DNA interaction inhibition; 0.028% of 370,000 active; Potency, µM (top dose mostly 76.9 µM), without a hit: at the highest dose FP activity, negative = inhibition, actives largely listed as inhibitors; fluorescence polarization, His-ERG Ets domain / labelled DNA; AID 624246; active means well fitted inhibition curve with a large enough effect in the polarisation, with a control signal flat; inconclusive means small, poorly fitted or top-dose-only effect, or effect the other way, or a change in a side signal; inactive means no such curve, though single readings can be large or run the other way; the % refers to the polarisation;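 further: polarization taken with two DNA probes labelled with fluorescein and Texas red; potency means the concentration at half of the fitted maximal effect; % of control where 0% means no effect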
#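 His-tagged ERG Ets domain (1 uM in the protein solution; 300mM KCl, 50mM Tris-HCl, 1mM EDTA, 1mM DTT, pH 7.5) received compound, then a probe mix of 5 nM fluorescein-DNA and 100nM Texas-615-DNA. Fluorescence polarization was read for both dyes.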
# The depositor's hits bear a star; ? = inconclusive; · = not tested or not shown; & = joins results of further samples; [ ] = remark or other dose. Unless noted, the call rests on the fitted dose curve; in most records, active means well fitted curve in the direction sought with a large enough effect; inconclusive means small, poorly fitted or top-dose-only effect, or another doubt; inactive means no such curve, though single readings can be large; an effect the other way counts as inactive or inconclusive. The list is partial, so the mix of outcomes need not match the whole.
# Each structure is followed by: POLI inh	APE1 inh	ALOX12 inh	TRHR ag	Anesthetic bind	BLM inh	POLK inh	POLB inh	ERG Ets-DNA blk
> Cc1cccc(C(=O)NN2C(=O)C3C(c4ccccc4)C=CC(c4ccccc4)C3C2=O)c1 (stereo not drawn)
    ?	-9%	-19%	0.1	-8%	-15%	-16%	16%	-7%
> O=C(Nc1nnc(C2CC2)s1)C1CC(=O)N(c2ccc3c(c2)OCCO3)C1 (stereo not drawn)
    45µM*	?	?	0.1	-11%	-19%	?	?	-4%
> CC(OC(=O)c1ccccc1CCc1ccccc1)C(N)=O (stereo not drawn)
    0%	-16%	-16%	-0.8	-7%	-2%	4%	29%	0%
> CCOc1cc(C2C(C(=O)O)c3cc(OCC)c(OCC)cc3C(=O)N2C)ccc1O (stereo not drawn)
    19%	12%	0%	1.2	-1%	-7%	-4%	-16%	2%
> O=C(CCC1CCCN(C(=O)Cn2cnnn2)C1)NCc1ccc(F)c(F)c1 (stereo not drawn)
    115%[activator]	12%	35%[activator]	0.0	-6%	-1%	0%	57%	4%
> Cc1nc2ccc(NC(=O)c3ccc(N4C(=O)CCC4=O)cc3)cc2s1
    85%[activator]	3%	460%[activator]	1.2	1%	0%	-18%	12%	-6%
> CC(=O)Nc1ccc(NC(=O)CN2C(=O)NC3(CCCCCCC3)C2=O)cc1
    63%[activator]	12%	-3%	·	·	·	-5%	·	-5%
> Cc1nc(N2CCOCC2)c2c3c(sc2n1)CCC3
    169%[activator]	0%	9%	0.0	-7%	-4%	2%	-1%	-5%
> O=c1c2ccccc2nc(/C=C/c2cc(Br)ccc2O)n1CCCO
    41%[activator]	30%	?	5.1	5%	-2%	-10%	28%	3%
> COc1ccc(S(=O)(=O)N2CCOCC2)cc1NC(=O)COc1ccccc1
    ?	-12%	?	-0.7	·	·	-18%	·	-8%
> COc1ccc(N2CCN(C(=O)c3cc4c(=O)oc5ccc(C)cc5c4s3)CC2)cc1
    18%	·	-18%	0.7	1%	-3%	-17%	1%	-2%
> CCCCN(C(=O)NC(=O)Nc1c(C)cc(C)cc1C)S(C)(=O)=O
    -11%	2%	-12%[57.4 µM]	2.8	-9%	-4%	-4%	-17%	·
> Cc1cc(-c2nnnn2-c2ccc(F)cc2)no1
    31%[activator]	2%	10%	0.2	-3%	0%	-5%	3%	-6%
> O=C(O)c1cc(S(=O)(=O)N2CCOCC2)ccc1N1CCOCC1
    14%	-4%	-3%	-0.2	-1%	0%	-3%	20%	1%
> Clc1ccc(CN2CCN(c3ccccc3)CC2)cn1
    160%[activator]	2%	3%	-0.4	-6%	-2%	-7%	1%	9%
> O=C(COC(=O)/C=C/c1ccc(Cl)cc1)Nc1ccccc1
    48%[activator]	3%	-2%	-0.7	-13%	-3%	-2%	3%	-19%
> Cc1c2ccccc2c(C)c2c1ccc1ccccc12
    28%	10%&-6%	4%	0.2	·	·	-3%	·	-5%
> O=C(CN(Cc1ccc(F)cc1)C(=O)CCC(=O)Nc1ccccn1)NCc1ccco1
    19%	15%	?	0.5	-13%	-2%	-5%	24%	11%
> CCc1ccccc1NC(=O)CC1S/C(=N\c2nccs2)N(CC)C1=O (stereo not drawn)
    11%	2%	-22%	0.0	1%	-4%	-6%	?	-6%
> Cc1ccc(/C=N/n2nnnc2N)cc1[N+](=O)[O-]
    29%	-5%	0%	-0.2	-13%	-16%	-7%	?	-5%
> CC(=O)Nc1ccc(S(=O)(=O)NCC(=O)N2CCN(S(=O)(=O)c3cccs3)CC2)cc1
    16%	8%	3%	0.2	·	·	-13%	·	-1%
> COc1ccccc1NC(=O)C(=O)NCC(c1ccco1)N1CCc2ccccc2C1 (stereo not drawn)
    23%	1%	?	0.4	·	·	-4%	·	-6%
> Cc1ccc2sc(N(CCCN(C)C)C(=O)c3ccc(Br)s3)nc2c1C
    9%	-3%	-16%	1.0	-17%	39%[activator]	-2%	27%	1%
> O=[N+]([O-])c1cccc(S(=O)(=O)Nc2ccc(S(=O)(=O)Nc3nccs3)cc2)c1
    15%	·	-4%	·	·	·	-9%	·	3%
> CC(C)Oc1ccc(C(=O)Nc2ccc(N3CCCCC3)cc2)cc1
    -3%	5%	-23%	-0.2	-8%	-4%	-12%	3%	5%
> CC(=O)NC(CCS(C)(=O)=O)C(=O)Nc1ccc(Cl)c(Cl)c1 (stereo not drawn)
    24%	-1%	20%	-0.3	-8%	0%	4%	5%	-3%
> CCCS(=O)(=O)C/C(N)=N/OC(=O)c1ccc(Cl)cc1
    13%	-4%	0%	-0.1	9%	0%	-8%	36%	-4%
> O=[N+]([O-])c1ccc(O)c(/C=N/Nc2ccc(Cl)nn2)c1
    20%	5%	3%	-0.2	-11%	-2%	-18%	5%	9%
> COC(=O)c1ccc(-c2nc(O)c3cnccn23)cc1
    -3%	1%	?	1.1	3%	2%	-4%	2%	0%
> CCCCN1C(=O)/C(=C/C=C2/CC(C)(C)CN2C)SC1=S
    -2%	-3%	?	39*	?	-9%	-11%	-2%	14%
> COc1ccc(C(=O)C2CCCN(Cc3ccc(C#CCCO)cc3)C2)c(OC)c1 (stereo not drawn)
    96%[activator]	-3%	8%	1.4	-9%	2%	-8%	3%	-9%
> CNC(=O)c1c(NC(=O)c2cc(-c3cc(C)c(C)cc3O)n[nH]2)sc2c1CCCC2
    31%	-1%	·	-0.8	-1%	-6%	0%	34%	-7%
> CC(NC(=O)c1noc2c1CCCC2)c1ccccc1 (stereo not drawn)
    -2%	-3%	0%	-0.2	?	-1%	-2%	-1%	2%
> COc1ccc(NC(=O)CN(CC(=O)Nc2ccc(OC)cc2)C(C)(C)CO)cc1
    -9%	47%	-83%	0.8	2%	-4%	1%	-2%	20%
> CC(C)C(=O)Nc1cccc(NC(=O)c2cc3ccccc3o2)c1
    2%	-3%	-4%	-1.1	2%	-1%	-3%	2%	-1%
> COc1ccc(C2CC2C(C)=O)cc1 (stereo not drawn)
    6%	15%	-26%	-0.1	-7%	-6%	13%	11%	5%
> CC(=O)Nc1ccccc1OCC(=O)c1ccc2c(c1)OCO2
    9%	16%	-35%	0.5	-9%	-4%	-7%	-2%	-3%
> CC(O)CNc1nc2ccccc2n1CC(=O)NCC(F)(F)F (stereo not drawn)
    25%	-6%	0%	0.4	-6%	-4%	-7%	24%	-1%
> COc1ccc2[nH]cc(CCNc3nc(-c4cccc(C#N)c4)nc4ccccc34)c2c1
    ·	-6%	-19%	·	·	-10%	-7%[60.1 µM]	·	·
> O=C(Oc1ccc(F)cc1)c1nc(SCc2ccc(F)cc2)ncc1Cl
    3%	·	-21%	0.8	-6%	-1%	-2%	9%	-3%

# Next section; the last 2 above are carried over.
# Each structure is followed by: POLI inh	APE1 inh	ALOX12 inh	TRHR ag	Anesthetic bind	BLM inh	POLK inh	POLB inh	ERG Ets-DNA blk
> COc1ccc2[nH]cc(CCNc3nc(-c4cccc(C#N)c4)nc4ccccc34)c2c1
    ·	-6%	-19%	·	·	-10%	-7%[60.1 µM]	·	·
> O=C(Oc1ccc(F)cc1)c1nc(SCc2ccc(F)cc2)ncc1Cl
    3%	·	-21%	0.8	-6%	-1%	-2%	9%	-3%
> Cc1cc(C)c2c(NC(=S)Nc3ccccc3)n[nH]c2n1
    144%[activator]	5%	?	-1.1	-12%	0%	6%	-1%	-2%
> NC(=O)CC(NC(=O)c1ccccc1)c1ccc(NCC2CC2)c([N+](=O)[O-])c1 (stereo not drawn)
    0%	3%	-13%	-0.2	3%	-1%	-12%	16%	-8%
> CC(C)NC(=O)N1CCC2(CC1)CCN(S(C)(=O)=O)CC2
    ·	14%	-21%[57.4 µM]	·	·	2%	1%[60.1 µM]	·	·
> Cc1cc(C)c2cc3c(N)c(C(=O)N4CCOCC4)sc3nc2c1
    131%[activator]	-7%	-28%	0.2	7%	-4%	2%	24%	-2%
> Cc1nnc(SCC(=O)Nc2cc(S(=O)(=O)N3CCOCC3)ccc2C)s1
    14%	44%	0%	0.4	·	·	3%	·	-7%
> COC(=O)c1cc2n(n1)CCN(Cc1ccc(OC)cc1)C2=O
    -7%	2%	-18%	-0.4	-9%	-3%	-8%	19%	14%
> C=CCOC(=O)C1=C(C)NC(C)=C(C(=O)OCC=C)C1c1ccco1
    -21%	-2%	62%[activator]	0.4	-7%	-7%	-22%	?	1%
> CCOC(=O)c1sc(NC(=O)c2ccccc2OC)nc1C
    -1%	-4%	37%[activator]	0.2	0%	-1%	8%	-2%	19%
> Cc1ccc(NC(=O)COCc2cc(-c3cccs3)on2)cc1Cl
    -4%	·	-29%	0.9	-13%	-9%	-21%	-20%	-8%
> C/C(=N\N=C1\NC(=O)C(Cc2ccccc2)S1)c1ccccc1 (stereo not drawn)
    17%	-8%	435%[activator]	-0.1	?	-14%	0%	-12%	-3%
> COc1ccc(C)cc1NC(=O)CSc1nnc(COc2ccccc2)n1Cc1ccco1
    -9%	?	?	-0.3	35%[activator]	-17%	-6%	-1%	-1%
> C=CCn1c(SCC(=O)c2cccs2)nc2sc(C)c(C)c2c1=O
    -2%	-1%	-22%	0.2	-2%	-1%	-10%	?	2%
> N=C1C(c2nc3ccccc3c(=O)[nH]2)=C(O)CN1CCc1ccccc1
    22%	-1%	·	-0.8	-3%	-10%	-11%	?	-12%
> COc1cccc(CNC(=O)c2ccc(C)c(S(=O)(=O)N3CCOCC3)c2)c1
    -7%	-2%	0%	0.3	·	·	-19%	·	-4%
> COC(=O)C1=C(N)Oc2c(oc(CO)cc2=O)C1c1ccccc1F (stereo not drawn)
    34%[activator]	1%	-16%	0.5	-15%	1%	7%	19%	-7%
> CCN(CC(=O)NCc1cccs1)S(=O)(=O)c1ccc(F)c(F)c1F
    88%[activator]	-9%	-13%	-0.2	·	·	-13%	·	-6%
> COc1ccc(S(=O)(=O)NCc2ccccn2)cc1NC(=O)c1ccc(Cl)cc1
    -28%	1%	-11%	-0.8	·	·	-13%	·	6%
